EBNA-1 inhibitor – blocks EBNA-1 binding to DNA. EBNA-1 DNA binding, fluorescence polarization. inhibition, % at 14.8 µM. 0.34% of 300,000 active. AID 1950; in the data active means inhibition above about 28%
ZTA DNA inh – blocks Epstein-Barr virus ZTA, an EBNA-1 counter-screen. inhibition, % at 11 µM. 0.15% of 320,000 active. ZTA-DNA binding, fluorescence polarization; in the data active means inhibition above about 33%
proCasp3 act – activates human procaspase-3; P42574; activation, % at 8.5 µM; recombinant procaspase-3 D3A, Ac-DEVD-pNA absorbance 405 nm; 0.11% of 330,000 active;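 active means activation above the mean of all tested compounds plus 3 SD, cut at about 21% in these data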;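 further: 0% = DMSO alone and 100% = DMSO wells spiked with extra 5 µM PC-3 D3A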
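Technique: 405 nm absorbance of p-nitroaniline, reads at 0 and 120 min; Test system: Procaspase-3 D3A mutant; Incubation: 1 h enzyme-compound preincubation, then 2 h substrate reaction, 25 °C; Repeats: singlicate, each compound tested once; Benchmarks: low control DMSO wells, high control DMSO plus 5 µM PC-3 D3A.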
RPL19A-GFP yeast – yeast TOR pathway RPL19A-GFP modulation | S. cerevisiae RPL19A-GFP strain, flow cytometry, 3 h; hits give low values | percent response vs DMSO, % at 10 µM | 0.3% of 330,000 active;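 active means percent response vs DMSO below 50%; inconclusive means fewer than 70 events counted for the yeast strain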;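 further: median channel GFP fluorescence of the barcoded RPL19A-GFP strain; ratio of sample median GFP to plate DMSO average so 100% = DMSO; lower means less RPL19A-GFP as with rapamycin TOR inhibition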
MEP2-GFP yeast – alters MEP2-GFP fluorescence in TOR pathway yeast screen. S. cerevisiae MEP2-GFP strain, flow cytometry GFP, 3 h; 100% = DMSO control level. AID 2016. GFP response vs DMSO, % at 10 µM. 0.51% of 330,000 active;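 active means GFP response versus DMSO above a set limit, roughly screen mean plus 3 SD, cut at about 180% in these data; inconclusive means fewer than 70 cells counted for a yeast strain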;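 further: median GFP fluorescence of the barcode-gated MEP2-GFP cells per well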
LAP4 TOR yeast – yeast TOR pathway LAP4-GFP modulation; AID 2023; 0.34% of 320,000 active; S. cerevisiae LAP4-GFP multiplex, flow cytometry GFP, 3 h; median GFP as percent of DMSO wells; GFP response vs DMSO, % at 10 µM;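 active means GFP response vs DMSO above a set limit, about the screen mean plus 3 SD, cut at about 150% in these data; inconclusive means under 70 cell events counted for the yeast strain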
procasp7 counter – activates human procaspase-7, counter-screen for procaspase-3 activators | P55210 | activation, % at 8.5 µM | recombinant procaspase-7, Ac-DEVD-pNA absorbance 405 nm; D23A/D198A/D206A triple mutant, cannot self-cleave; scale: DMSO 0, 5 µM enzyme 100 | 0.093% of 330,000 active;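 active means percent activation above the screen-wide mean plus 3 SD, cut at about 25% in these data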
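buffer or medium = Zinc-free HEPES/NaCl buffer, pH 7.4 | material = Procaspase-7 triple mutant (PC-7 D3A) | input = 2 µM procaspase-7 mutant as dispensed | signal = Epi-absorbance of released pNA at 405 nm, two timepoints | timing = 1 h preincubation, 2 h reaction | replicates = singlicate compound testing | evaluation = % activation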
AHR act – human AHR activation; activation, % at 5 µM; P35869; 2.5% of 320,000 active; AID 2796; AHR-responsive luciferase reporter cells, luminescence; in the data active means activation above about 47%;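 further: 0% = vehicle wells and 100% = reference agonist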
An asterisk follows results filed as active; u = inconclusive; x = no result given; [ ] = another dose, or the depositor's remark.

SMILES	EBNA-1 inhibitor	ZTA DNA inh	proCasp3 act	RPL19A-GFP yeast	MEP2-GFP yeast	LAP4 TOR yeast	procasp7 counter	AHR act
CC(C(=O)c1ccccc1)n1c(N2CCOCC2)nc2c1c(=O)n(C)c(=O)n2C (stereo not given)	-1	4	2	98	102	103	-8	-2
CCCNC(=O)C(Cc1ccccc1)NC(=O)c1ccc(C(C)(C)C)cc1 (stereo not given)	x	12	-1	93	95	97	7	1
O=C(NCCNc1ccc([N+](=O)[O-])cc1)c1ccccc1Br	-4	-5	-6	95	96	100	-13	-3
O=C(Nc1cccc(C(F)(F)F)c1)C1CC(=O)N(CCc2ccccc2)C1 (stereo not given)	x	-8	-3	99	100	98	-2	3
O=C(CNC(=S)N(Cc1ccccc1Cl)C1CCCC1)NCCN1CCOCC1	3	16	3	102	93	107	4	3
COc1ccc(-c2nnc3n2CCCCC3)cc1OC	-6	-5	0	103	102	90	4	-2
CCCCN1C(=N)N([C@@H](CCC)CN2CCC[C@H]2CN2C(N)=NC[C@H]2CC(C)C)C[C@H]1Cc1ccccc1	x	x	9	102	101	108	6	-1
CCSc1nnc2c(Cl)cc(Cl)cn12	7	9	-2	96	117	94	-10	-1
O=S(=O)(c1ccc(SCc2ccccc2)nc1)N1CCCCC1	x	4	0	99	101	107	-3	1
COc1ccc(C(=O)N2CCC(C(=O)O)CC2)c2ccccc12	1	7	8	95	100	93	5	2
COc1ccc(N2CC(O)=C(c3nc(-c4ccc(Br)cc4)cs3)C2=N)cc1	-7	-11	-1	98	92	100	6	5
CCOC(=O)C1=C(CN2CCCCCC2)NC(=O)NC1c1ccc2c(c1)OCO2 (stereo not given)	-4	10	-8	98	90	91	12	1
Cc1ccc(-n2c(SCC(=O)NCCN3C(=O)CSC3=O)nnc2-c2cccc(C)c2)cc1	2	-7	6	109	106	108	3	3
Cc1ccc(CN2CCN(/N=C/c3ccc(N(C)C)cc3)CC2)cc1	3	-15	-10	101	98	102	-4	4
CN(C)S(=O)(=O)c1cccc(C(=O)NCCNC(=O)c2cccc(S(=O)(=O)N(C)C)c2)c1	0	-12	7	107	106	99	-2	3
CCOC(=O)c1ccc(N(CC(=O)NC2CCCC2)C(=O)CNC(=O)c2ccco2)cc1	0	6	1	91	84	x	-1	6
O=S(=O)(Nc1ccc2c(c1)OCO2)c1ccc(F)c(F)c1	x	-8	6	99	95	101	3	-1
CC(=O)C(Sc1ccc2nnc(-c3ccncc3)n2n1)C(C)=O	3	15	3	107	92	94	10	4
COc1ccc2oc(C(=O)OC(C)C(=O)Nc3ccc(N4CCOCC4)cc3)c(C)c2c1 (stereo not given)	x	4	12	95	97	103	-1	1
Cc1ccc(-c2cc(C(F)(F)F)n3ncc(C(=O)N4CCCc5ccccc54)c3n2)cc1	-1	-8	2	92	116	110	1	3
O=C(NC(NC(=S)Nc1c(Cl)cc(Cl)cc1Cl)C(Cl)(Cl)Cl)OCc1ccccc1 (stereo not given)	6	11	1	100	103	101	4	10
CCn1cnc2c1c(=O)n(Cc1ccc(C(=O)OC)cc1)c(=O)n2Cc1ccccc1	-7	3	1	105	112	97	0	-4
COc1cccc(CNC(=O)CN2C(=O)CSc3ccc(S(=O)(=O)N4CCOCC4)cc32)c1	-8	14	4	97	99	104	8	4
COc1ccc(N2C(=O)CCC(C(=O)O)C2c2ccccc2OC)cc1 (stereo not given)	6	-6	4	108	109	104	6	1
O=C(CCl)N1N=C(c2ccco2)CC1c1ccco1 (stereo not given)	7	5	-7	104	105	98	-15	-1
Cc1ccc2nc(SCC(=O)c3c(C)[nH]c4ccccc34)[nH]c2c1	3	10	-11	99	98	85	-1	53*
O=C(CSc1nc2nccnc2c(=O)n1Cc1cccs1)Nc1ccccc1	-4	0	6	100	105	100	4	7
CC(=O)Nc1ccc(C(=O)n2cnc3cc(C)c(C)cc32)cc1	0	-3	4	96	98	101	-9	2
COc1ccc(/C(O)=C2\C(=O)C(=O)N(c3cc(C)on3)C2c2ccccc2OC)cc1C (stereo not given)	3	0	-1	95	110	96	-8	9
CCCn1nc(C(=O)NCCc2ccc(S(N)(=O)=O)cc2)c2ccccc2c1=O	-2	-13	12	103	105	99	-7	1
CC(C)n1nnnc1SCC(=O)NCc1cccs1	9	8	-3	101	103	97	-5	-1
CCOc1cc(C(=O)Nc2ccccc2N2CCOCC2)ccc1OCC(=O)N1CCOCC1	x	-10	4	101	102	106	-3	-2
O=C(c1ccc(OC2CCN(Cc3cccc(OCCO)c3)CC2)cc1)N1CCCC1	-2	-3	2	104	105	89	-2	0
CCCn1c(SCC(=O)c2cc(C)c(C)cc2C)n[nH]c1=O	5	-4	-11	98	105	102	-3	4
COc1ccc(OCCC(=O)NC2CCCCC2)cc1	18	4	6	87	94	86	-5	-2
COc1ccccc1OCC(=O)Nc1cccc(-c2nnc(-c3ccco3)o2)c1	6	-2	3	95	105	110	-8	1
CCOC(=O)c1nn(-c2cccc(Cl)c2)c(C)c1C(C)=O	4	11	1	94	100	100	-4	7
Cc1ccc(C(=O)ON=C2CCN(c3ccc([N+](=O)[O-])cc3)CC2)cc1	-19	3	-4	103	96	120	5	0
CC(=O)N/C(=C\c1ccccc1)C(=O)OCC(=O)NC1CCS(=O)(=O)C1 (stereo not given)	x	2	5	92	91	81	-4	-1
Cc1nc2ccc(C(=O)OCc3ccccc3Br)cc2nc1C	-8	10	-3	94	97	107	0	5
CCn1c(O)c(/C=C2\C=NN=C2c2ccccc2)sc1=S	1	16	-1	105	100	109	3	-1
Cc1cc(SCc2c(F)cccc2Cl)nc(=O)[nH]1	-10	-8	-2	96	96	95	6	1
CCC1Nc2ncnc(N3CCOCC3)c2N(Cc2ccc(Cl)cc2)C1=O (stereo not given)	x	x	-3	95	98	101	2	1
Cc1ccc(NC(=O)CN(c2cc(C)cc(C)c2)S(=O)(=O)c2c(C)noc2C)nc1	-3	-8	-2	101	103	101	-12	15
O=C(NC1CCCCC1)NC1CC2CCC(C1)N2Cc1nnnn1Cc1ccc2c(c1)OCO2 (stereo not given)	-13	-14	4	90	99	95	4	0
O=C(Nc1ccccc1)N1CCN(Cc2ccc3c(c2)OCO3)CC1	2	-1	0	97	104	104	-2	0
COC(=O)C1=C(C)NC(=O)C1(NC(=O)c1ccncc1)C(F)(F)F (stereo not given)	1	-3	0	104	102	87	1	5
O=c1nc2n(c3c4c(sc13)CCC4)CCC2	5	-14	-3	105	105	102	-8	-7
CCOc1ccc(N2C(=O)CC(N(O)c3ccccc3)C2=O)cc1 (stereo not given)	1	-3	-8	94	92	93	-6	-6
O=C(COC(=O)c1cc(=O)[nH]c2ccccc12)Nc1cccc(S(=O)(=O)N2CCOCC2)c1	-7	-4	15	97	96	108	-4	3
COc1cc(C2NC(=O)c3ccccc3O2)ccc1OC(C)C (stereo not given)	-2	-9	6	100	102	98	-7	2
O=C(CSc1n[nH]c(=O)n1C1CC1)NCc1ccccc1	9	-7	-3	96	96	102	13	0
O=C(NCc1ccco1)C1CCC(CNS(=O)(=O)c2cccc3cccnc23)CC1 (stereo not given)	-4	-8	-5	99	107	100	-7	0
Cc1ccc(S(=O)(=O)Nc2cccc3cccnc23)c([N+](=O)[O-])c1	7	7	10	102	120	113	-1	7
CN(C)S(=O)(=O)N1CCN(c2ccc([N+](=O)[O-])c(N3CCCCC3)c2)CC1	11	-2	-7	98	105	104	0	9
CCOc1ccc(N2C(=O)/C(=C/c3ccccc3OCC(=O)OC)N(CC(=O)OC)C2=S)cc1	-10	0	3	u	96[may fluoresce red]	u	-1	1
O=C(Nc1ccccc1C(=O)O)c1cc(S(=O)(=O)N2CCOCC2)c(Br)s1	2	-14	2	108	103	80	2	2
CCC(=O)N1CCc2cc(S(=O)(=O)N3CCCC3)ccc21	-2	-7	0	100	109	98	16	1
O=C(Cn1cncn1)N/N=C/c1ccccc1Cl	-3	-2	1	102	98	110	8	10
N#Cc1ccc(-c2cccnc2)nc1SCC(=O)c1ccccc1	-10	8	-4	98	101	119	3	-2
Cc1nnc2nc(-c3ccccc3)nc(-c3ccccc3)n12	-8	-17	0	98	98	95	9	-1
CCOc1ccc(NS(=O)(=O)c2ccc(C(=O)N3CCCCC3)cc2)cc1	-3	-13	4	101[may fluoresce green]	91[may fluoresce green]	91[may fluoresce green]	2	5

An excerpt from above in order of heavy-atom count, low to high.
SMILES	EBNA-1 inhibitor	ZTA DNA inh	proCasp3 act	RPL19A-GFP yeast	MEP2-GFP yeast	LAP4 TOR yeast	procasp7 counter	AHR act
O=c1nc2n(c3c4c(sc13)CCC4)CCC2	5	-14	-3	105	105	102	-8	-7
Cc1cc(SCc2c(F)cccc2Cl)nc(=O)[nH]1	-10	-8	-2	96	96	95	6	1
O=C(CSc1n[nH]c(=O)n1C1CC1)NCc1ccccc1	9	-7	-3	96	96	102	13	0
Cc1nnc2nc(-c3ccccc3)nc(-c3ccccc3)n12	-8	-17	0	98	98	95	9	-1
COc1cc(C2NC(=O)c3ccccc3O2)ccc1OC(C)C (stereo not given)	-2	-9	6	100	102	98	-7	2
N#Cc1ccc(-c2cccnc2)nc1SCC(=O)c1ccccc1	-10	8	-4	98	101	119	3	-2
O=C(Nc1ccccc1)N1CCN(Cc2ccc3c(c2)OCO3)CC1	2	-1	0	97	104	104	-2	0
O=C(Nc1ccccc1C(=O)O)c1cc(S(=O)(=O)N2CCOCC2)c(Br)s1	2	-14	2	108	103	80	2	2
Cc1ccc(NC(=O)CN(c2cc(C)cc(C)c2)S(=O)(=O)c2c(C)noc2C)nc1	-3	-8	-2	101	103	101	-12	15
O=C(COC(=O)c1cc(=O)[nH]c2ccccc12)Nc1cccc(S(=O)(=O)N2CCOCC2)c1	-7	-4	15	97	96	108	-4	3
CCOc1ccc(N2C(=O)/C(=C/c3ccccc3OCC(=O)OC)N(CC(=O)OC)C2=S)cc1	-10	0	3	u	96[may fluoresce red]	u	-1	1

Screening data as filed in PubChem BioAssay.
